Screening results: PubChem, several laboratories
Shn3 3UTR inh: inhibitors of Schnurri-3 3'UTR reporter in osteoblasts; hit rate 0.52% among 360,000; inhibition, % at 12.5 µM; AID 588674; Clone20 osteoblast Shn3 3'UTR firefly luciferase, 24 h;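 active = mean inhibition of at least 75% with every replicate also reaching 75%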;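 note: 0% = median of neutral control wells and 100% = pilot-screen positive control compound; some compounds past the cut are filed as inactive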
NR2E3 ag-1: agonists of human NR2E3 nuclear receptor. Q9Y5X4. CHO-S Gal4-NCOR/VP16-NR2E3 two-hybrid, luciferase. inhibition of corepressor binding, % at 3.98 µM. hit rate 0.35% among 360,000. AID 602229;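 active = inhibition above the mean of all tested compounds plus 3 SD, cut at about 70% in these data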;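 note: 0% = DMSO with NR2E3 transfected cells and 100% = cells lacking NR2E3 construct; higher means lower luciferase signal from less NR2E3 corepressor binding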
Target sequence (Q9Y5X4 whole entry, looked up, the tested form may be a part): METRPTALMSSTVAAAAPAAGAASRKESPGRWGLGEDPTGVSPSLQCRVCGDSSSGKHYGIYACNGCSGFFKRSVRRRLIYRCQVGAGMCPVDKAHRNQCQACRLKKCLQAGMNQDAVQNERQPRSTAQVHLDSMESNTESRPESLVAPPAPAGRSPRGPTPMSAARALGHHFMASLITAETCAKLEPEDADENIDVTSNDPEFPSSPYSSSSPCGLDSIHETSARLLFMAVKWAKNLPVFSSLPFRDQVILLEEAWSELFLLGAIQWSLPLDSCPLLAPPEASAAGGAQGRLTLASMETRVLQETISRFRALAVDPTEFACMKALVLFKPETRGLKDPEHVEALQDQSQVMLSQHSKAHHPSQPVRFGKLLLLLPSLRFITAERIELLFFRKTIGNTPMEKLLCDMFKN
HIF-2a block: HIF-2a inhibition; 786-0 RCC cells HIF-2a reporter, luciferase luminescence, overnight; inhibition, % at 18.8 µM; hit rate 0.72% among 360,000; AID 624352;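 active = inhibition of the luminescence signal of 40% or more relative to plate controls, in a single-dose primary screen at 18.75 µM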
NR2E3 ag-2: agonists of human nuclear receptor NR2E3; Q9Y5X4; GST-NR2E3/biotin-RetCOR TR-FRET, 1536-well; inhibition of corepressor binding, % at 4.78 µM; hit rate 0.12% among 320,000; AID 2300;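 active = percent inhibition above the cutoff of mean plus 3 SD of all tested compounds, set per screening campaign, cut at about 20% in these data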;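 note: 0% = DMSO wells and 100% = biotin wells as full block of FRET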
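Test system: GST-NR2E3 and biotin-RetCOR proteins | Quantity: 1.35 nM GST-tagged NR2E3 final | Medium: Tris pH 7.5 | Also added: 7 nM biotin-RetCOR | Dosing: Compound at 4.8 µM, single dose | Timing: 5 h at 4 °C | Detection: Time-resolved FRET | Read-out basis: Percent inhibition | Benchmarks: Biotin wells as high control, 0.6% DMSO wells as low control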
PDI inh: PDI (human) enzyme inhibition. P07237. PDI insulin aggregation turbidity, A650, 90 min. inhibition, % at 10 µM. hit rate 0.052% among 350,000;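 active = mean inhibition across replicates of 30% or more, whatever share of single replicates reach that level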;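 note: absorbance from insulin aggregation driven by PDI reduction with DTT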
Target sequence (P07237 whole entry, looked up): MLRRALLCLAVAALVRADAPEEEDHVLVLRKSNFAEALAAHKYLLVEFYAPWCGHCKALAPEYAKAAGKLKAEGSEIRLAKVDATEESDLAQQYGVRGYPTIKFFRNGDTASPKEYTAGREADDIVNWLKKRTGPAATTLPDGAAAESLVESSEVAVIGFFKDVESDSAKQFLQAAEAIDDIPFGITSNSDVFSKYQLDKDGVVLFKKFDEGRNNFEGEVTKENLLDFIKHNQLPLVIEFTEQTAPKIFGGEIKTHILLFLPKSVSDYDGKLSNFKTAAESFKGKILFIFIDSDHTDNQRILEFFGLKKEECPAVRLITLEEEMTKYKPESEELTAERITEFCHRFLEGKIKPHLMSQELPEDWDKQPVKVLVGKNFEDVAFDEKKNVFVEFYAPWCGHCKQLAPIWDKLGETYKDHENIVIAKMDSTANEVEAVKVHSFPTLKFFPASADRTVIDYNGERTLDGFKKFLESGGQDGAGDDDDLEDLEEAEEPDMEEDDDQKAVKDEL
TRPM1 prom inh: inhibitors of MITF-driven TRPM1 promoter in melanoma cells; SK-MEL-5 TRPM1 promoter luciferase, 24 h; inhibition, % at 12.5 µM; hit rate 0.83% among 330,000; AID 488899;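 active = mean inhibition across replicates of 60% or more, whatever share of single replicates reaches that level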; note: values of inactives mirror those of a sister screen read the other way
Vif inh: inhibitors of HIV Vif; HEK293T cells, Vif self-association by quenched fluorescence, imaging, 24 h; inhibition, % at 7.49 µM; hit rate 0.35% among 340,000; AID 602346; in the data active = inhibition above about 50%, passing the limit was not always enough; note: some results filed as inactive read as strong as hits
KKLEB cytotox: CF airway cell cytotoxicity counter-screen; activity change (cytotoxicity), % at 5 µM; hit rate 0.36% among 360,000; KKLEB CF airway cells viability, ATPlite luminescence, overnight; stronger effect = lower value; cells stimulated with P. aeruginosa culture filtrate; AID 602141;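 active = corrected activity change at or below -50% at 5 µM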
CF NFkB block: cystic fibrosis NF-kB activation inhibition; hit rate 0.86% among 360,000; inhibition, % at 5 µM; AID 588850; KKLEB NF-kB-GFP reporter, PAF-induced, GFP fluorescence overnight;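 active = at least 50% inhibition at 5 µM, scaled per plate between neutral and stimulator controls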;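 note: PAF is a Pseudomonas aeruginosa culture filtrate used as stimulus; plate controls were PAF-stimulated DMSO wells for no effect and unstimulated DMSO wells for full effect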
CaV13 FRET inh: Disruptors of the CACNA1D IQ motif to Ca2+-dependent inactivation inhibitor domain association, primary screening, Förster resonance energy transfer in intact living …. inhibition, % at 12.3 µM. hit rate 0.098% among 340,000. AID 743397. HEK cells, CFP/YFP FRET ICDI-IQ, plate reader, 10 min; percent FRET-ratio fall versus neutral wells;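 active = mean replicate inhibition of at least 30% and at least 1% of replicates passing that level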;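 note: 0% = median of the neutral control wells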
Peg3 promoter: Peg3 promoter activity inhibition | HeLa PEG-Prom luciferase reporter, luminescence, overnight | inhibition, % at 20 µM | hit rate 1.7% among 360,000 | AID 588405;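 active = inhibition of at least 50% at 20 µM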
* hit, by the source's call; · = not tested or not shown.

Under each structure – Shn3 3UTR inh | NR2E3 ag-1 | HIF-2a block | NR2E3 ag-2 | PDI inh | TRPM1 prom inh | Vif inh | KKLEB cytotox | CF NFkB block | CaV13 FRET inh | Peg3 promoter
COC(=O)C1=C(C(=O)OC)SC2(S1)C(C(=O)OC)=C(C(=O)OC)Sc1c2ssc1=O
  98* | 42 | 88* | · | 3 | 101* | 9 | -69* | 113* | -6 | 111*
CC(=O)NC(Cc1ccc(N(CCCl)CCCl)cc1)C(=O)O (centres undefined)
  -14 | -5 | 3 | -1 | 8 | 5 | -2 | -1 | -5 | -9 | 10
CN(C)c1ccc(/C=C/C=C/c2sc3ccccc3[n+]2C)cc1
  · | 20 | 0 | -13 | 1 | 63* | -8 | -9 | 22 | -5 | 29
O=C1Nc2ccccc2C(c2ccccc2)=NC1O (centres undefined)
  -30 | 4 | 7 | 0 | -1 | -10 | -11 | -1 | -2 | -2 | 16
Cc1cc(NC(=O)CCl)nn1C
  -29 | -5 | 28 | 5 | 7 | -5 | · | 10 | -4 | 4 | 23
COc1cc(C(=O)N2Cc3ccc(Br)cc3-n3nncc3C2)cc(OC)c1OC
  -17 | 2 | -6 | · | · | · | 15 | -4 | -16 | -6 | 0
CCCNC(=O)N1[C@H]2CC[C@@H]1C(C(=O)OC)=C(c1ccc(OC)c(OC)c1)C2
  5 | -16 | 4 | 2 | -3 | -1 | 6 | 3 | -15 | -2 | -2
COC(=O)C1=C(c2ccc(C(C)=O)cc2)C[C@@H]2CC[C@H]1N2C(=O)NCc1ccc(F)cc1
  20 | 2 | 8 | 0 | -6 | -13 | -1 | -9 | -12 | -5 | 6
CC(C)(C)NS(=O)(=O)c1ccc(OCC(=O)N2CCN(Cc3ccccc3)CC2)cc1
  45 | 0 | 13 | 0 | 5 | 14 | -1 | -21 | 2 | 6 | 14
CC1(C)C2([N+](=O)[O-])CN3CN(C2)CC1([N+](=O)[O-])C3
  -8 | 32 | 16 | 2 | -7 | 2 | 30 | 7 | 7 | -5 | -4
COc1ccc(NP(=O)(Oc2ccccc2OC)Oc2ccccc2OC)cc1
  5 | -10 | 14 | 3 | -2 | 11 | 4 | -29 | 8 | 12 | 33
CCCC(=O)OCC[N+](C)(C)C
  16 | -18 | 2 | 2 | 1 | -1 | 0 | -12 | -6 | -4 | 5
O=C(c1ccc(F)c([N+](=O)[O-])c1)N1CC2CC(C1)c1cccc(=O)n1C2 (centres undefined)
  -71 | -6 | 31 | 1 | 12 | 11 | -16 | 2 | 2 | -17 | -8
Cc1ccc(/C=C2\C(=O)NC(=O)N(Cc3ccccc3Cl)C2=O)o1
  -16 | -31 | 27 | 1 | 1 | 33 | 5 | -25 | 43 | 4 | 24
CC(C)CCCn1c(O)c(/C=C2/C=CC=N2)c(=O)[nH]c1=O
  1 | -5 | -9 | 0 | 14 | 7 | -3 | -23 | 32 | -5 | 9
COc1ccc(CC(=O)N2CCN(C)CC2)cc1OC
  -5 | 10 | -15 | 1 | 2 | 1 | -4 | 7 | 3 | -4 | 5
Cc1cc(C(=O)OCC(=O)Nc2ccccc2F)c(C)n1C1CC1
  -36 | -4 | -203 | · | -12 | -79 | 10 | 0 | 15 | -7 | -240
c1cc(CNCCc2ccc3c(c2)OCO3)ccn1
  -31 | -8 | 14 | 2 | -3 | 2 | 7 | -5 | 11 | -4 | 3
CCC(NC(=O)OC(C)(C)C)C(=O)Oc1cc(C)cc2oc(=O)c3c(c12)CCC3 (centres undefined)
  12 | -18 | -8 | -1 | -4 | 6 | -5 | -2 | 2 | -4 | -7
CCC(=O)Nc1ccc(Cl)c(Cl)c1
  2 | -18 | -24 | · | 3 | 3 | -5 | 15 | -13 | -5 | 2
CC(=O)O[C@H]1[C@H]2O[C@]23[C@@H]2CC[C@]4(O)C[C@@H](O)CC[C@]4(C)C2CC[C@]3(C)[C@H]1c1ccc(=O)oc1 (some centres undefined)
  12 | 8 | 76* | -2 | 3 | 79* | -4 | -54* | 82* | · | 101*
CCc1ccc(CNCCc2ccc(F)cc2)cc1
  -7 | -9 | 13 | 2 | -3 | 3 | -11 | -3 | -12 | -3 | -2
c1cncc(CNCCc2c[nH]c3ccccc23)c1
  9 | -19 | 9 | 1 | -3 | -7 | -8 | 8 | 1 | -3 | 17
CC(C)CC12CN3CCN(CC(C3)/C1=N/O)C2
  6 | -12 | 12 | -3 | 14 | 5 | -20 | 0 | 4 | -6 | 15
Clc1ccccc1Nc1ncnc(-n2cccc2)n1
  -21 | -117 | -252 | 0 | -1 | -48 | 0 | 5 | 2 | -8 | -311
O=C1NC(=S)SC1=Cc1ccc(N(CCCl)CCCl)cc1
  -15 | -27 | -76 | · | -6 | -7 | · | 12 | -19 | -6 | 20
O=C(COC(=O)c1cccc(O)c1)Nc1ccc(Cl)cc1C(=O)c1ccccc1
  2 | -6 | 17 | 2 | 0 | 6 | -7 | -6 | 7 | 9 | 5
C=C(C=O)CC1CC(O)[C@]2(C)OC3CC4OC5C[C@]6(C)O[C@]7(C)CCC8OC9C[C@]%10(C)OC%11C(C)=CC(=O)OC%11CC%10OC9C[C@@H](C)C8OC7CC6O[C@]5(C)CC5OC5C4OC3CC2O1 (some centres undefined)
  59 | 4 | 94* | 2 | -4 | 96* | -3 | -70* | 91* | · | 100*
CCOP(=S)(OCC)SCSP(=S)(OCC)OCC
  8 | -5 | 4 | · | -5 | 10 | -16 | 9 | 12 | -16 | 8
COc1ccc(CCNC(=O)c2c(N)n(CCN3CCOCC3)c3nc4ccccc4nc23)cc1
  15 | 10 | 17 | -1 | -1 | 3 | 6 | -9 | 5 | -3 | 23
CC(c1ccccc1F)n1cc(C(=O)Nc2ccc3nc[nH]c3c2)nn1 (centres undefined)
  3 | -15 | -7 | 1 | -3 | -6 | -5 | -1 | -9 | -5 | -7
CC1CN=C(Nc2ccc(F)cc2)S1 (centres undefined)
  -10 | -10 | 5 | 5 | 0 | 3 | 16 | -28 | -2 | -2 | -11
C=CCn1c(O)c(C(CC)=Nc2cc(OC)ccc2OC)c(=O)[nH]c1=O
  6 | -17 | 14 | -4 | 7 | 7 | 15 | -12 | -13 | -4 | 16
O=C1NC(=O)C(=Cc2cn(CCOc3ccc4c(c3)OCO4)c3ccccc23)C(=O)N1
  13 | -22 | 13 | 1 | 13 | -1 | 15 | -19 | -4 | · | 64*
COCOC1CCC2C3CCC4=CC(=O)CCC4=C3C=CC12C (centres undefined)
  -4 | -9 | -23 | · | 8 | 4 | 2 | -9 | -20 | -3 | -28
O=c1[nH]c(O)c(C=Nc2cccc(F)c2)c(=O)[nH]1
  -81 | -22 | 8 | 2 | -1 | -2 | -7 | -17 | 8 | -2 | 16
COc1cc(-n2c(=S)[nH]c3ccc(C)cc3c2=O)c(Cl)cc1Cl
  6 | -4 | 9 | · | 9 | 38 | 11 | -6 | -11 | -4 | 30
O=C(c1cccs1)N1C2CCC1CC(O)(c1cccnc1)C2 (centres undefined)
  -4 | 3 | 15 | 4 | -5 | 4 | 0 | 6 | -19 | 0 | 28
CCN(CC)CCNCC(=O)Nc1ccc(Cl)cc1C(=O)c1ccccc1
  -26 | 6 | 12 | -1 | -2 | 12 | · | -3 | 8 | -4 | 16
CN(C)Cc1c[nH]c2ccccc12
  8 | -22 | 10 | 0 | · | 11 | -6 | -8 | 5 | · | -4
COc1c(C=C2C(=O)NC(=O)NC2=O)c(CCN(C)C(=O)c2ccccc2)cc2c1OCO2
  -8 | -15 | -7 | -3 | · | 5 | -2 | 8 | -27 | · | -9
CCCOc1ccccc1OCC(=O)N1CCN(CC(=O)N2CCOCC2)CC1
  -19 | -14 | 13 | · | 4 | · | · | 0 | 2 | -13 | 2
O=C1NC(=S)NC(=O)C1=Cc1cccn1-c1ccc(O)cc1
  16 | 6 | 56* | · | 3 | 94* | 5 | 2 | 26 | -4 | 71*
CN1CCN(c2ccc([N+](=O)[O-])c(NCC3CCCO3)c2)CC1 (centres undefined)
  -5 | -18 | 13 | 0 | 2 | 5 | · | -6 | 8 | -4 | 10
CCC(=O)N1CC(=O)Nc2ccc(F)cc2C1c1ccccc1 (centres undefined)
  29 | -11 | 11 | 4 | -3 | 14 | 1 | 7 | 4 | -6 | 3
COc1cccc(O)c1CN1CCCC(C(=O)c2sccc2C)C1 (centres undefined)
  12 | -6 | 5 | 4 | 0 | 8 | -1 | -13 | 4 | -9 | 10
O=c1[nH]c(=S)[nH]c(O)c1N=Nc1ccc2c(c1)OCO2
  -41 | -12 | -230 | -8 | -5 | -4 | 4 | 1 | -8 | -6 | -117
COc1ccc(OC)c(C(c2c(O)c3ccccc3oc2=O)c2c(C)n(C)n(-c3ccccc3)c2=O)c1 (centres undefined)
  · | -36 | 1 | 0 | 0 | -8 | 29 | 3 | -9 | -3 | 4
COc1ccc(/C=C/C(=O)c2c(O)n(CCC3=CCCCC3)c(=O)[nH]c2=O)cc1OC
  -18 | -19 | 19 | 2 | -5 | -4 | 23 | -7 | -35 | -2 | 28
CNS(=O)(=O)c1ccc(N=Cc2c(O)n(-c3cccc(C)c3)c(=O)[nH]c2=O)cc1
  -6 | 0 | 11 | 1 | -6 | 2 | · | 5 | -2 | -4 | 10
COC(=O)C1=C(c2ccccc2OCc2ccccc2)C[C@@H]2CC[C@H]1N2C
  -4 | -28 | 2 | · | 5 | · | 3 | 7 | -14 | -7 | -18
CC1CCC(C(C)C)C(OC(=O)Cn2c(COc3ccccc3)[n+](C)c3ccccc32)C1 (centres undefined)
  60 | 19 | -10 | -7 | 1 | 97* | -5 | -72* | 74* | -3 | 95*
C(=N\NC1=NCCCCC1)/c1c[nH]c2ccccc12
  -7 | 0 | -32 | -1 | 2 | 1 | 1 | 8 | -12 | -5 | -22
CN(C(=O)c1ccc(Cl)nc1)C1(c2ccccc2Cl)CCCCC1=O (centres undefined)
  16 | -38 | 11 | 0 | 0 | -5 | -4 | 3 | 13 | -5 | 7

Arranged by length of the SMILES (descending): some entries from above
Under each structure – Shn3 3UTR inh | NR2E3 ag-1 | HIF-2a block | NR2E3 ag-2 | PDI inh | TRPM1 prom inh | Vif inh | KKLEB cytotox | CF NFkB block | CaV13 FRET inh | Peg3 promoter
COc1ccc(/C=C/C(=O)c2c(O)n(CCC3=CCCCC3)c(=O)[nH]c2=O)cc1OC
  -18 | -19 | 19 | 2 | -5 | -4 | 23 | -7 | -35 | -2 | 28
O=C1NC(=O)C(=Cc2cn(CCOc3ccc4c(c3)OCO4)c3ccccc23)C(=O)N1
  13 | -22 | 13 | 1 | 13 | -1 | 15 | -19 | -4 | · | 64*
CN(C(=O)c1ccc(Cl)nc1)C1(c2ccccc2Cl)CCCCC1=O (centres undefined)
  16 | -38 | 11 | 0 | 0 | -5 | -4 | 3 | 13 | -5 | 7

This is a subset (hit frequency here may not be typical).
